Compound activity as filed in PubChem.
eIF4E 4G PPI = inhibitors of eIF4E and eIF4G interaction in translation initiation. hit rate 0.37% among 220,000. TR-FRET eIF4E-eIF4GI(517-606) binding, 2 h. inhibition, % at 21.7 µM. AID 782;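 active = inhibition above about 30%, limit read from the data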;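 also: 0% = full FRET control wells and 100% = background wells lacking eIF4GI fragment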
Rad51 HR inh = Rad51 (human) homologous recombination inhibition; Q06609; hit rate 0.085% among 200,000; hRad51 DNA strand exchange, fluorescence dequenching; AID 1385; inhibition, % at 10 µM;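 active = inhibition above 40% at the single screening dose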;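 also: 0% = DMSO control wells and 100% = blanks with heterologous ssDNA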
Target sequence (Q06609 whole entry, looked up): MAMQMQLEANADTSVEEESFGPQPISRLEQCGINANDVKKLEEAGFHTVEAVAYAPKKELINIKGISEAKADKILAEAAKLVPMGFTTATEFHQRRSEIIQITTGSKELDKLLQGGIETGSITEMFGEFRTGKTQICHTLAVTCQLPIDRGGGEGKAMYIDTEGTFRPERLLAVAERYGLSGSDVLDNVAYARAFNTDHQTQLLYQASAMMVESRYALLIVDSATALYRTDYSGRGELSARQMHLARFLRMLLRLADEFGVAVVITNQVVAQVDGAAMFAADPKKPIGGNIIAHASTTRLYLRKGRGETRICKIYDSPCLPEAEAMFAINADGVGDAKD
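Test system – preformed human Rad51 ssDNA filaments · Reagent – Donor/quencher-labelled 47-bp dsDNA substrate · Incubation – 37 °C 15-min filament assembly, 30-min compound preincubation, 15-min exchange · Signal – FRET fluorescence dequenching, excitation 485 nm, emission 520 nm · Read-out – percent inhibition from fluorescence, normalised to plate control and blank means · Benchmarks – plate control and blank wells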
EP2 antag = inhibitors of human EP2 prostaglandin E2 receptor; P43116; C6 glioma cells expressing human EP2, cAMP TR-FRET; cells stimulated with saturating PGE2; inhibition, % at 25 µM; hit rate 0.52% among 260,000; AID 1422;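 active = percent inhibition above 40 after rounding to a whole number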;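 also: rat C6 glioma host cells with rolipram phosphodiesterase inhibitor present; the protocol text gives 20 µM as final concentration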
Target sequence (P43116 whole entry, looked up): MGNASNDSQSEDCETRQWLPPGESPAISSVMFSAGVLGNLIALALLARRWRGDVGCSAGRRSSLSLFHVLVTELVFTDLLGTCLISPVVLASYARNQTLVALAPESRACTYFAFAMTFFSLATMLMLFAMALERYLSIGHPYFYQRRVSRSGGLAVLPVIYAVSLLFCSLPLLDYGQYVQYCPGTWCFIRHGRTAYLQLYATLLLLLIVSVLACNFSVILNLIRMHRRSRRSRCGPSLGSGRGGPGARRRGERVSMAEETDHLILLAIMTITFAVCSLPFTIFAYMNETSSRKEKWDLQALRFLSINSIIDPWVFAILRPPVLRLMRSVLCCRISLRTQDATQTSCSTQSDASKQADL
Hck-Nef inh = inhibitors of human Hck kinase activated by Nef; inhibition, % at 20 µM; P08631; hit rate 0.68% among 220,000; Recombinant Hck-YEEI plus Nef, Z-Lyte FRET kinase assay;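 active = Hck-Nef kinase inhibition above about 50%, limit read from the data; inactive = inhibition below that limit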;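 also: 0% = DMSO with Hck plus Nef and 100% = Hck alone without Nef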
zVAD death inh = blocks zVAD induced death of L929 cells; L929 zVAD necroptosis rescue, ATP luminescence, 24 h; with zVAD 60 µM; viability rescue, % at 10 µM; hit rate 0.38% among 220,000; AID 1377;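 active = activation, scaled between plate controls, above about 75%, limit read from the data; inactive = activation under that limit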;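 also: 0% = zVAD with DMSO and 100% = DMSO alone without zVAD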
EP2 mod = modulators of human EP2 prostaglandin E2 receptor; hit rate 0.83% among 260,000; EP2-expressing cells, cAMP HTRF FRET, PGE2 co-stimulation; AID 940; induction, % at 25 µM; P43116;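 active = compounds whose cAMP rise, as percent of the full-agonist control response, exceeds 60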;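 also: rat C6 glioma line stably carrying human EP2 under a CMV promoter; the protocol text gives 20 µM as final concentration; 100% = response of wells given 1 µM PGE2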
14-3-3 Bad PPI = disrupts binding of bovine 14-3-3 zeta to phospho-Bad peptide | P63103 | TR-FRET 14-3-3zeta/Dy647-pBad peptide displacement, 1 h | inhibition, % at 21.7 µM | hit rate 0.71% among 220,000 | AID 781;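 active = inhibition above about 70%, limit read from the data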;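 also: 0% = full 14-3-3 plus peptide FRET controls and 100% = background without 14-3-3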
Target sequence (P63103 whole entry, looked up): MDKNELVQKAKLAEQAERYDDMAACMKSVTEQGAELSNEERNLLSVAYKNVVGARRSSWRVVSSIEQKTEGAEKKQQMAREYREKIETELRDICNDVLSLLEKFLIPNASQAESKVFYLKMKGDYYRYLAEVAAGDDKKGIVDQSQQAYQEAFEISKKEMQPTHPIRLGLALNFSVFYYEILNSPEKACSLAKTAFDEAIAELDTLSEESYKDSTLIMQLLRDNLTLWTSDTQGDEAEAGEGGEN
TbHK1 inh = T. brucei hexokinase 1 inhibition. hit rate 0.11% among 220,000. recombinant TbHK1, G6PDH-coupled NADH A340. inhibition, % at 10 µM;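 active = inhibition of 50% or more in the single-dose primary screen; inactive = inhibition below 50%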
m-calpain inh = blocks pig calpain II enzyme activity; purified calpain II, fluorogenic peptide substrate, 30 min; inhibition, % at 16 µM; hit rate 0.37% among 220,000;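 active = inhibition above about 50%, limit read from the data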
* = called active by the depositor; x = not tested or not shown; & = joins results of further samples; [ ] = dose if it differs, or a comment. This is a subset; count on the stated rates, not on these rows.

SMILES	eIF4E 4G PPI	Rad51 HR inh	EP2 antag	Hck-Nef inh	zVAD death inh	EP2 mod	14-3-3 Bad PPI	TbHK1 inh	m-calpain inh
Cc1ccc(NC(=O)c2sc(N)nc2-c2ccccc2)cc1C	1.2	6.6	4.1	-13.2	5.6	38.4	-18.5	-4.0	-3.2
Cc1ccc(Cl)cc1NC(=O)COC(=O)C1CC1	-1.1	-0.3	3.2	5.9	-1.4	5.3	12.2	6.1	33.0
CCCCCCc1cc2cc(C(=O)Nc3ccccc3OC)c(=O)oc2cc1O	13.8	1.7	11.2	15.1	1.1	-2.7	8.9[fluorescence artefact?]	3.5	-40.7
COCCNC(=O)C1CC(=O)N(c2ccc(F)c(Cl)c2)C1 (stereo not given)	x	2.1	13.2	1.6	-0.2	x	x	4.0	x
C/C(=N/NC(=O)c1ccco1)c1ccc(NC(=O)c2ccc(F)cc2)cc1	17.5	1.7	2.3	5.5	2.3	-17.6	7.9[fluorescence artefact?]	2.0	-4.0
CC(C)C(OC(=O)c1cccs1)C(=O)NC1CCCCC1 (stereo not given)	-1.6	2.7	8.2	5.1	1.4	36.6	10.6	3.0	-19.4
Clc1ccc2nc(CSc3ncn[nH]3)cn2c1	-6.5	6.1	10.9	-16.2	1.1	25.4	-7.2	-2.2	-4.2
CCC12CC3CC(C1)CC(C(=O)Nc1nn[nH]n1)(C3)C2	10.1	-1.3	1.7	1.6	-0.9	25.1	28.4	-0.7	1.7
Cc1ccc(NC(=O)c2cc(N3C(=O)C=CC3=O)ccc2Cl)cc1C	10.9	-1.5	24.6	10.3	0.0	-47.1	-11.7[fluorescence artefact?]	6.9	-37.4
COc1ccc(S(=O)(=O)Nc2cccc(NC(C)=O)c2)cc1	0.7	-2.0	1.6	0.1	-0.2	-4.4	10.9	-1.1	-19.8
O=C(NC(Cc1ccccc1)C(=O)O)/C(=C/c1ccc(F)cc1)NC(=O)c1ccccc1 (stereo not given)	3.3[fluorescence artefact?]	2.5	14.0	0.2	0.6	15.4	9.1[fluorescence artefact?]	-1.9	-12.4
COc1ccccc1CNC(=O)C(NS(=O)(=O)c1cccc2nsnc12)C(C)C (stereo not given)	-2.0	12.1	8.3	6.4	-0.9	-20.3	4.8	-12.6	20.1
CN(C)/C=C1\Oc2ccc3ccccc3c2C1=O	0.2	2.3	10.1	20.2	3.5	-16.6	0.4	-17.8	-260.9
O=C(c1cc(-c2ccccc2)nc2ccccc12)N1N=C(C(F)F)CC1(O)C(F)F (stereo not given)	-8.1[fluorescence artefact?]	2.3	10.6	0.7	-0.1	-7.8	8.4[fluorescence artefact?]	-4.2	32.4
CCN(c1ccccc1)S(=O)(=O)c1cc(NC(=O)CSc2n[nH]c(=O)[nH]c2=O)ccc1Cl	1.5	-7.7	9.0	13.8	0.2	10.1	-2.3	-5.0	11.8
Cc1ccc(CN2CCSc3sccc3C2=O)cc1	-1.8	-7.7	3.1	6.8	12.4	9.5	-12.6	-9.6	-8.2
Cn1cnnc1SC1c2cccc3cccc(c23)C1NS(=O)(=O)c1ccc(Cl)cc1 (stereo not given)	4.0	-1.8	12.8	7.7	0.5	4.7	-21.7	38.3	-7.7
O=C(N1CCCCCC1)n1c(Cc2ccccc2)nc2ccccc21	-1.8	-6.9	11.6	0.0	-0.2	27.0	0.4	3.1	1.4
CC1CCCN(CCCOc2ccc(Br)cc2Cl)C1 (stereo not given)	3.4	x	2.1	4.8	0.0	-25.9	10.8	6.7	-9.8
Cc1nnc(C)n1N	0.9	-4.3	0.0	12.4	2.6	33.7	-8.4	-3.6	6.7
O=C(Cn1cc2c(n1)CCCC2)NCc1ccccn1	-7.9[fluorescence artefact?]	-1.9	3.0	-0.9	-0.3	16.2	2.3[fluorescence artefact?]	-4.0	5.0
O=C(Cn1cc(/C=N/O)c2ccccc21)N1CCOCC1	-1.4[fluorescence artefact?]	-3.2	8.8	-0.4	-0.1	-6.7	-3.0[fluorescence artefact?]	0.3	-30.2
CCOCCCNc1nc2c([nH]1)c(=O)n(C)c(=O)n2C	-0.3[fluorescence artefact?]	-4.0	15.1	0.8	1.1	1.0	-6.3	1.8	-31.8
CCCC(=O)Nc1cccc(NC(=O)c2ccc3c(c2)OCO3)c1	-2.2	0.3	6.0&15.0	0.9	0.1	-28.9&-56.2	4.0[fluorescence artefact?]	17.5	11.7
O=C(Cn1nnc(-c2ccc(F)cc2)n1)OCC(=O)c1ccccc1	-2.8	1.4	6.0	7.9	1.6	1.4	0.7	2.6	-15.9

(list continues)
SMILES	eIF4E 4G PPI	Rad51 HR inh	EP2 antag	Hck-Nef inh	zVAD death inh	EP2 mod	14-3-3 Bad PPI	TbHK1 inh	m-calpain inh
CCCNC(=O)CS(=O)Cc1nc(-c2ccccc2C)oc1C (stereo not given)	0.6	-1.4	8.6	1.8	1.4	12.7	4.8[fluorescence artefact?]	5.6	19.1
CCSc1nc2c(c(=O)[nH]1)C(c1cccnc1)C(C(=O)OC)=C(C)N2 (stereo not given)	3.0	x	9.5	-4.4	-1.0	20.9	0.7	-4.4	-28.9
CCOC(=O)c1c(-c2ccccc2)csc1NC(=O)CSc1nncs1	1.0	11.7	7.8	3.7	-0.2	49.9	-3.9	3.0	21.2
COc1ccc(N2CC(C(=O)N/N=C/c3c[nH]c4ccccc34)CC2=O)cc1 (stereo not given)	-0.6	-8.4	6.9	16.6	0.2	-65.5	-2.2	-0.8	23.4
Oc1nc(-c2ccc(Br)cc2)n2ccncc12	3.2	x	3.9	18.2	0.2	-4.7	5.2	-7.4	15.1
CC1CC2(CC(C)(C(=O)CSc3nc4ccccc4s3)OC2=O)C(=O)O1 (stereo not given)	-1.1	-1.9	11.8	-0.2	0.2	34.7	6.5	-6.6	-8.5
O=C(O)CCC(=O)NCC1OCCc2ccccc21 (stereo not given)	1.6	-3.1	-2.4	6.4	0.5	8.2	3.4	3.2	1.1
CCc1n[nH]c2c1/C(=N\O)CC(c1ccccc1)C2 (stereo not given)	1.4	13.2	10.1	3.4	0.2	-2.7	-7.8	6.2	-26.7
O=C(NC1CCCc2ccccc21)c1ccc(Cl)nc1 (stereo not given)	6.4[fluorescence artefact?]	-0.8	8.7	-21.0	-0.6	21.4	2.3[fluorescence artefact?]	0.8	-24.4
COc1cccc(/C=N/NC(=O)c2ccc3nc[nH]c3c2)c1	4.1	-11.4	3.6	0.5	0.8	-23.5	-2.5	-20.5	23.0
C/C(=N\O)c1cccc(Br)c1	4.7	6.8	8.3	-12.3	1.7	-13.3	3.5	-10.7	-12.6
CCc1cc2cccc(C)c2nc1SCC(=O)Nc1nonc1C	0.8	8.1	18.2	18.1	0.3	49.8	-8.8	-20.9	-6.4
CC1CCc2sc(C(=O)Nc3ccc(N4CCOCC4)cc3)cc2C1 (stereo not given)	4.6	7.2	2.5	21.7	60.1	-24.4	-15.4	-9.0	-63.1
COc1ccccc1/C=N/Nc1nccnc1Cl	4.9	-0.8	10.1	-8.6	-0.1	6.8	-1.7	-23.2	10.9
CO/N=C/C(C(C)=O)C(=O)Nc1ccc(Cl)cc1Cl (stereo not given)	2.2	24.3	3.9	-19.8	-0.3	-11.7	-6.5	3.9	15.3
CCC(c1nnc(SCC(=O)Nc2nnc(-c3ccccc3)o2)o1)N(C)C (stereo not given)	-12.5	-4.8	7.2	-1.0	0.0	4.7	-4.3	3.4	-62.8
O=C(NCCCN1CCN(c2ccccc2F)CC1)C1CCN(S(=O)(=O)N2CCOCC2)CC1	2.2	0.2	5.2	1.1	1.0	11.1	2.1	0.0	27.0
CN1C(=O)[C@@H]2[C@@H]3C[C@@H]([C@H]4ON=C(c5ccc(Cl)cc5)[C@@H]34)[C@@H]2C1=O	0.0	2.2	3.7	0.0	0.3	28.2	0.4[fluorescence artefact?]	-1.7	10.6
CC(C)Cn1c(NCCN(C)C)nc2c1c(=O)[nH]c(=O)n2C	0.8	-2.7	8.1	-1.2	-0.1	1.5	-0.3	3.2	-20.6
CC(C)Cc1nc2oc3c(=O)[nH]cnc3c2c2c1CCC2	3.3	-0.2	4.3	2.2	0.0	24.0	-3.1[fluorescence artefact?]	-3.3	-100.9
COc1cc2c(cc1OC)C1=C(C#N)CCC(=NC(=O)c3ccco3)N1CC2	0.9	6.7	11.4	14.0	1.5	18.1	-23.4	-17.3	-0.1
Oc1ccc(N=Nc2n[nH]c(-c3ccc(Br)cc3)n2)cc1	3.8	9.6	9.6	7.6	5.6	-48.3	-12.7[fluorescence artefact?]	25.9	-2.2
Cc1cc(C[n+]2ccsc2N)c2ncccc2c1	-13.5	7.6	2.6	24.1	-0.1	7.6	-0.9	-4.1	-21.1
CCOC(=O)c1nnn(-c2nonc2-n2cccc2)c1-c1cccc([N+](=O)[O-])c1	4.3	14.2	6.0	28.6	-2.0	33.2	-12.8	1.0	13.2
O=C(Nc1ccccc1N1CCOCC1)C1Cc2ccccc2CN1C(=O)c1ccco1 (stereo not given)	3.6	-4.4	9.1	-1.0	-0.1	3.6	-1.2	5.0	-12.2

More records follow:
SMILES	eIF4E 4G PPI	Rad51 HR inh	EP2 antag	Hck-Nef inh	zVAD death inh	EP2 mod	14-3-3 Bad PPI	TbHK1 inh	m-calpain inh
O=C1C=C(c2ccccc2)C(=O)N1Nc1ccccc1	2.6	-6.8	83.7*	-2.3	0.2	-41.9	12.6	-7.8	-1.2
CS(=O)(=O)c1ncc(CO)n1Cc1ccccc1	1.6	-17.0	11.4	-17.5	0.0	19.6	6.0	7.6	14.8
O=C(CCCN1C(=O)/C(=C/c2cccc(Br)c2)SC1=S)Nc1ccccn1	-16.7	-3.9	6.9	0.0	41.4	-16.7	4.3	-10.5	-11.7
COc1ccc(NC(C)C(=O)N/N=C/c2ccc([N+](=O)[O-])s2)cc1 (stereo not given)	1.1	-10.7	4.6	22.9	2.9	-61.5	-5.2	-10.9	18.8
COc1ccccc1OCc1nc(-c2cccc([N+](=O)[O-])c2)no1	-0.1	-2.1	2.8	-17.5	1.2	28.5	-6.7	-7.4	6.6
Cc1cc(F)ccc1NC(=O)c1cccnc1	3.1	3.7	9.2	9.3	2.7	14.4	-0.9	0.0	1.0
Cc1nnc(SCC(N)=O)n1CC1CCCO1 (stereo not given)	2.6[fluorescence artefact?]	-1.6	7.1	0.4	0.5	-5.0	-9.8	4.0	-2.3
CCCCCCn1c(CN2CCN(C(=O)c3ccco3)CC2)nc2c1c(=O)n(C)c(=O)n2C	-0.6	0.4	9.1	1.8	-1.0	20.7	2.5[fluorescence artefact?]	-3.7	-21.4
O=C(Cc1ccccc1)NNC(=O)Nc1ccc(Cl)c(Cl)c1	-0.7	x	3.4	1.7	x	-8.4	-0.5[fluorescence artefact?]	-4.6	2.2
Cc1nc(Oc2ccc(S(=O)(=O)N3CCOCC3)cc2Cl)c2c3c(sc2n1)CCCC3	18.3	4.2	7.8	3.9	0.3	7.3	-16.8	-18.7	-22.6
Cn1cc(SCC(=O)NCc2ccc3c(c2)OCO3)c2ccccc21	3.1	-1.0	8.7	1.7	-0.1	-3.6	-4.3	8.9	-7.5
Cc1sc(NC(=O)C2CCCCC2C(=O)O)c(C(N)=O)c1-c1ccc(C(C)C)cc1 (stereo not given)	6.7[fluorescence artefact?]	2.2	11.9	0.1	0.5	6.0	-3.1[fluorescence artefact?]	-6.5	8.7
